# Screening results (PubChem BioAssay)
# PPARg SRC-2 ag = agonists of SRC-2 recruitment by human PPARgamma; P37231; PPARgamma LBD-SRC-2 recruitment, biochemical; actives 0.34% (n = 200,000); activation, % at 8 µM; AID 1032; in the data active = activation above about 22%;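 note: 0% = vehicle and 100% = reference agonist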
# Target sequence (P37231 whole entry, looked up, the tested form may be a part): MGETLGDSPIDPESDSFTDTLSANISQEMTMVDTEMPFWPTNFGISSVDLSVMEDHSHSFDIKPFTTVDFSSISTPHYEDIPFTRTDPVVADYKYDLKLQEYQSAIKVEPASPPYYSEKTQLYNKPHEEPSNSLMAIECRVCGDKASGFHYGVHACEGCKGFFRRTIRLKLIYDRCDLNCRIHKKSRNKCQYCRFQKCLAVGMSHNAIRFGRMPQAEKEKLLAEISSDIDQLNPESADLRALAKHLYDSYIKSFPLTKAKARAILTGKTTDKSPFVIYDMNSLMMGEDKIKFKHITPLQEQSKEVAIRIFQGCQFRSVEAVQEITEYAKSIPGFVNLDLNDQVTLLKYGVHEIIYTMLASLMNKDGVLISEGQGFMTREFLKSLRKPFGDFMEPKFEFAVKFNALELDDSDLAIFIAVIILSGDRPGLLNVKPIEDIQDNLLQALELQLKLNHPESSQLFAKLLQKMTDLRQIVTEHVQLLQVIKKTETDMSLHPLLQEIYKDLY
# PPARg SRC-1 ag = promotes SRC-1 coactivator recruitment by human PPARgamma. actives 0.41% (n = 200,000). PPARgamma-SRC-1 coactivator recruitment biochemical assay. AID 631. activation, % at 8 µM; in the data active = activation above about 19%;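 note: 0% = DMSO and 100% = reference agonist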
# bIAP activator = increases bovine intestinal alkaline phosphatase activity. purified bovine IAP, CDP-star luminescence, 30 min; active compounds read high; fold of DMSO-control signal, blank-subtracted. activation factor at 20 µM. actives 0.17% (n = 200,000);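 active = activation factor of 2 or more at 20 µM, a signal rise over negative controls twice the positive control's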
# STAT3 act = increases IL-6 driven STAT3 reporter signal | activation (% of control), % at 5.6 µM | AID 871 | actives 0.91% (n = 190,000) | U3A cells, IL-6 STAT3-luciferase reporter, luminescence; 100% = signal with IL-6 EC80 alone;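 active = activation above the screen-wide mean of compound activation plus 3 SD, cut at about 130% in these data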;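 note: 0% = background luminescence of wells with medium and substrate only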
#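 Material: STAT1-lacking human U3A cells, STAT3 luciferase reporter | Benchmarks: IL-6-only wells as 100% reference | Probe or stimulus: IL-6 (33 ng/mL) | Timing: Compound 1 h, then IL-6 6 h at 37 °C | Detection: Luminescence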
# ROMK primary = modulators of human ROMK potassium channel; P48048; Tet-inducible ROMK, thallium flux fluorescence; actives lie on both sides; B-score at 10 µM; actives 2% (n = 130,000); AID 1918;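 active = signal ratio slope over the read window, or its plate-corrected B-score, at least 3 SD from the plate mean, either direction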;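 note: B-score of the F/F0 ratio slope over 7 to 12 s after thallium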
# Target sequence (P48048 whole entry, looked up): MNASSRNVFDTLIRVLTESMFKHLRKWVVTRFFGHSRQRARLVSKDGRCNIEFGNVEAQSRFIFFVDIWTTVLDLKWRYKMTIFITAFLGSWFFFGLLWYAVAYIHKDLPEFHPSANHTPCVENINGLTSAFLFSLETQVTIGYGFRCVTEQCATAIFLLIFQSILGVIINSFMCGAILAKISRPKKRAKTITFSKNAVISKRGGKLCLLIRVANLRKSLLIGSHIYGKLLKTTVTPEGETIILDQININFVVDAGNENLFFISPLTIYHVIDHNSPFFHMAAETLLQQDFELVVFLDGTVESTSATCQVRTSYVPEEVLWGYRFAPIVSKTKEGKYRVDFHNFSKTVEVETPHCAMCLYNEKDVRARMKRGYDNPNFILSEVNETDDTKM
# TR-FRET SRC-2 ct = counter-screen for PPARgamma SRC-2 recruitment agonists: TR-FRET artefact. TR-FRET ratio at 8 µM. actives 0.4% (n = 200,000). AID 1049. active compounds read high; in the data active = TR-FRET ratio above about 2000; note: inactives centre near 1500
# bIAP inh = intestinal alkaline phosphatase (bovine) inhibition. purified bovine IAP, CDP-star luminescence, 30 min. inhibition, % at 20 µM. 190,000 tested, under 10 active;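 active = over 50% inhibition of intestinal alkaline phosphatase at 20 µM in the single-dose screen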
#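 System: purified bovine intestinal alkaline phosphatase (IAP) enzyme; Input: IAP diluted 1/65,000,000 in the well; Measured by: CDP-star luminescence signal; Compound dosing: 20 µM single dose; Incubation: 30 min reaction at room temperature.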
# STAT1 inh = reduces IFN-gamma driven STAT1 reporter signal; NIH 3T3 STAT1-luciferase reporter, luminescence; inhibition, % at 5.5 µM; actives 0.35% (n = 200,000);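 active = inhibition above a set limit, the mean inhibition across all tested compounds plus 3 SD, cut at about 34% in these data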;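 note: 0% = IFN-gamma with DMSO and 100% = IFN-gamma with 300 µM nifuroxazide; values of inactives mirror those of a sister screen read the other way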
# PPARg SRC3 recr = PPARgamma-driven SRC-3 recruitment agonism; actives 0.26% (n = 200,000); activation, % at 8 µM; biochemical PPARgamma/SRC-3 coactivator recruitment assay; P37231; in the data active = activation above about 23%;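 note: 0% = DMSO and 100% = reference agonist; some compounds past the cut are filed as inactive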
# TNAP act hi DEA = increases human TNAP activity under high phosphate acceptor concentration; purified TNAP, CDP-star luminescence, 1 M DEA, 30 min; active compounds read high; 0 = EDTA background, 1 = DMSO-only activity; activation factor at 20 µM; 200,000 tested, under 10 active;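 active = activation factor at least 2 at 20 µM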
#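 Test system – human TNAP · Doses – 20 µM single point · Incubation – 30 min, room temperature · Signal – luminescent substrate turnover signal · Read-out basis – activation factor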
# STAT3 blocker = inhibitors of IL-6 induced STAT3 signaling; U3A cells, IL-6 STAT3-luciferase reporter, luminescence; host cell line lacks STAT1; inhibition, % at 5.5 µM; actives 0.89% (n = 190,000); AID 862;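 active = inhibition above the mean inhibition across all screened compounds plus 3 SD, cut at about 44% in these data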;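 note: 0% = DMSO only wells and 100% = 100 µM nifuroxazide control wells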
# * hit, by the source's call; i = inactive; / = no result given.
no.	compound	PPARg SRC-2 ag	PPARg SRC-1 ag	bIAP activator	STAT3 act	ROMK primary	TR-FRET SRC-2 ct
1	CCn1c(SCC(=O)Nc2ccc3c(c2)OCO3)nc2c(c1=O)SC(C)C2 (centres undefined)	10	1	0.9	100	/	1731
2	COc1ccc(C(=O)Nc2cccc(C(C)=O)c2)cc1S(=O)(=O)N1CCOCC1	3	-2	1	98	0.6	1391
3	Cc1cc(=O)oc(C)c1C(=O)Nc1c(C)n(C)n(-c2ccccc2)c1=O	11	3	0.9	99	/	1567
4	O=c1nc2ccccc2c(NS(=O)(=O)c2ccc(Cl)cc2)n1-c1ccccc1	-7	0	1.1	94	/	1444
5	Cc1ccc(-n2c(C)cc(C)c(C#N)c2=O)cc1C	7	8	0.9	100	0.22	1670
6	Clc1ccc(Cn2c(CN3CCCC3)nc3ccccc32)cc1	6	5	1.1	103	/	1534
7	CC(=O)Nc1ccc(S(=O)(=O)NCC(=O)OCc2ccccc2)cc1	-5	-5	0.9	99	0.21	1303
8	c1cc(-c2noc(CCC3CCCC3)n2)ccn1	-1	5	0.9	102	/	1505
9	CCN(CC)C(=O)C(Cc1ccccc1)N1C(=O)c2ccccc2C1=O (centres undefined)	0	4	1	102	-0.2	1463
10	CC(C)Cn1c(N)c(C(=O)COC(=O)C2=COCCO2)c(=O)n(C)c1=O	4	-1	/	92	0.75	1628

no.	bIAP inh	STAT1 inh	PPARg SRC3 recr	TNAP act hi DEA	STAT3 blocker
1	5	5	4	1	5
2	4	2	4	1.1	3
3	7	-5	-3	1	4
4	-11	0	6	1	8
5	8	-9	3	1	3
6	-6	11	4	1	-1
7	8	0	-1	1	-1
8	8	-9	2	1.1	-2
9	-2	3	-9	1	-6
10	/	3	9	/	15

no.	compound	PPARg SRC-2 ag	PPARg SRC-1 ag	bIAP activator	STAT3 act	ROMK primary	TR-FRET SRC-2 ct
11	O=c1ccc(C(F)(F)F)cn1Cc1cc(=O)n2ccsc2n1	5	5	0.8	94	0.095	1574
12	Fc1cccc(Nc2ncnc3[nH]ncc23)c1	4	6	1.5	88	0.58	1698
13	Cc1nn(C)c(C)c1S(=O)(=O)N(CC(=O)Nc1ccc2c(c1)OCO2)c1ccc(C(C)C)cc1	3	-5	0.9	107	/	1526
14	O=C(O)c1cccc(S(=O)(=O)N(Cc2ccccc2)c2ccccc2)c1	4	7	1	98	0.6	1537
15	CC(C)(C)NC(=O)CCc1ncc(C(F)(F)F)cc1Cl	6	7	1	91	/	1585
16	O=C(N/N=C/c1ccccn1)c1cc(C2CC2)[nH]n1	6	0	1.6	100	-1.2	1545
17	COc1ccc(-c2csc(N3CCC(C(N)=O)(N4CCCCC4)CC3)n2)cc1	11	8	1.1	92	/	1345
18	CCOC(=O)C1CCN(C(=O)COc2ccc(N(C)S(=O)(=O)c3cccs3)cc2)CC1	-4	7	1.1	106	-0.61	1609
19	O=C(CSc1nnc(Nc2ccccc2F)s1)Nc1cccc(S(=O)(=O)N2CCCCC2)c1	1	0	1	103	-0.91	1608
20	CCCCC(CC)C(=O)Nc1ccc(C)c(O)c1 (centres undefined)	-1	0	1.2	102	1.1	1618

no.	bIAP inh	STAT1 inh	PPARg SRC3 recr	TNAP act hi DEA	STAT3 blocker
11	19	-5	4	1	9
12	-46	-12	1	1.1	17
13	12	3	-1	1	-8
14	-4	-5	2	1.1	2
15	-4	2	6	1	14
16	-59	-27	-1	1	2
17	-7	4	2	1.1	11
18	-8	6	-11	1	-2
19	1	-13	5	1.1	-6
20	-22	5	-3	1	3

no.	compound	PPARg SRC-2 ag	PPARg SRC-1 ag	bIAP activator	STAT3 act	ROMK primary	TR-FRET SRC-2 ct
21	CCC(C#CCN1CCOCC1)(CC)OCCC#N	0	6	0.9	94	-0.046	1624
22	CCCCN(C)C(=O)c1cc2cc3cc(OC)ccc3nc2o1	10	6	1.1	92	-0.16	1787
23	COc1ccc(S(=O)(=O)N2CCc3ccccc32)cc1NC(C)=O	12	0	0.9	90	-0.69	1584
24	Cc1cccc(-c2nc(=S)c3c(n2Cc2ccco2)CCCC3)c1	5	5	0.8	105	0.01	1673
25	CC1(C)CN=C(N2CCN(c3ncnc4sc5c(c34)CCCC5)CC2)S1	3	i	1.1	97	/	1627
26	Cc1sc2nc(C(C)C)oc(=O)c2c1C	2	3	0.9	101	-0.39	1571
27	O=C(CSc1nc2c(c(C(F)(F)F)n1)CCc1ccccc1-2)NCc1ccccc1	3	-6	0.9	102	0.91	1621
28	O=C(NCCN1C(=O)S/C(=C\c2ccc(Cl)c(Cl)c2)C1=O)c1ccc2c(c1)C(=O)N(Cc1ccncc1)C2=O	-2	-2	1.1	109	0.074	1566
29	CCOC(=O)C1CCN(C/C=C/c2ccccc2OC)CC1	-3	0	1	98	/	1393
30	O=C(CSCc1cccc(Br)c1)NC1CC1	11	4	0.9	100	/	1722

no.	bIAP inh	STAT1 inh	PPARg SRC3 recr	TNAP act hi DEA	STAT3 blocker
21	9	2	1	1	15
22	-10	-25	9	1	15
23	13	14	2	1.1	12
24	15	4	2	1.1	1
25	-6	2	i	1	8
26	5	-3	-5	1.1	0
27	10	5	-9	1	-1
28	-8	0	1	1	-11
29	-2	-3	5	1	5
30	8	5	5	1	1

no.	compound	PPARg SRC-2 ag	PPARg SRC-1 ag	bIAP activator	STAT3 act	ROMK primary	TR-FRET SRC-2 ct
31	c1ccc(SCCc2ccncc2)cc1	4	4	0.9	98	/	1684
32	CC(Oc1ccc(Cl)cc1)C(=O)/C=C/N(C)C (centres undefined)	2	-11	1.1	106	/	1589
33	COC(=O)c1sccc1NC(=O)c1ccco1	10	7	0.9	90	0.16	1646
34	COC(=O)c1c(N)sc2c1CCN(c1ncc(C(F)(F)F)cc1Cl)C2	4	13	0.8	90	-0.48	1660
35	Cn1c(=O)c(=O)n(C)c2cc(S(=O)(=O)Nc3ccc4c(c3)OCCO4)ccc21	7	10	1	79	/	1443
36	COC(=O)c1ccc(COc2ccccc2/C=N/NS(=O)(=O)c2ccc(C)cc2)cc1	5	1	1	93	0.036	1480
37	CC(=O)Nc1cc(-c2nn(C)c(=O)c3ccccc23)ccc1N1CCOCC1	1	4	1	101	-0.05	1459
38	COCCNC(=O)C(C)OC(=O)c1nsc(Cl)c1Cl (centres undefined)	8	0	0.9	99	/	1709
39	CCN1CCN(CC(=O)c2c[nH]c3ccc(C)cc23)CC1	5	5	0.8	103	0.027	1284
40	O=P(O)(CCc1ccncc1)CN1CCCCC1	-3	6	0.8	104	1.3	1458

no.	bIAP inh	STAT1 inh	PPARg SRC3 recr	TNAP act hi DEA	STAT3 blocker
31	13	-4	4	1	7
32	-6	-4	4	1	-6
33	7	6	17	1	16
34	18	-7	18	1	12
35	-2	4	-3	1	29
36	0	-3	9	1	16
37	4	-1	10	1	0
38	6	6	-3	1	6
39	16	-3	7	1.1	3
40	21	-3	1	1.1	3

no.	compound	PPARg SRC-2 ag	PPARg SRC-1 ag	bIAP activator	STAT3 act	ROMK primary	TR-FRET SRC-2 ct
41	NC(=O)c1c(NC(=O)CCCC(=O)O)sc2c1CCCCCC2	6	7	0.4	103	-0.54	1446
42	Cc1ccc(C(=O)O/N=C(\c2ccccc2)c2cccnc2)cc1	6	5	1	101	2	1685
43	O=C(Nc1ccc(F)cc1F)c1csc(-c2cccs2)n1	10	5	1	124	0.41	2010*
44	Cc1ccc(C(=O)Nc2ccccc2-c2ccccc2)o1	4	-7	0.8	91	-0.42	1392
45	O=C(Nc1ccc(Cl)c(C(F)(F)F)c1)C1CCCN(S(=O)(=O)c2cnc[nH]2)C1 (centres undefined)	-8	2	1.1	95	/	1373
46	CCc1nnc(NC(=O)c2cccc(C(=O)Nc3nnc(CC)s3)n2)s1	1	5	0.9	94	/	1646
47	CCN(CC)S(=O)(=O)c1ccc(N/N=C/c2cc(OC)ccc2O)nc1	0	5	1	88	0.14	1513
48	Cc1cc2ccccn2c1C(=O)c1ccc(Cl)cc1	-2	-1	0.7	94	/	1336
49	CC(=O)NC1C(Oc2ccc(C=O)cc2)OC(COC(C)=O)C(OC(C)=O)C1OC(C)=O (centres undefined)	-6	1	1	97	1.1	1418
50	CCC(C)(C)n1nnnc1C(c1ccc2ncccc2c1)N1CCN(c2nc3ccccc3s2)CC1 (centres undefined)	6	11	1.1	103	/	1647

no.	bIAP inh	STAT1 inh	PPARg SRC3 recr	TNAP act hi DEA	STAT3 blocker
41	/	-4	9	1	1
42	3	-5	4	1	2
43	0	-40	6	1	-21
44	18	14	1	1	16
45	-8	4	-8	0.9	12
46	9	9	-3	1	3
47	5	10	1	1	16
48	32	-6	-5	1	9
49	-2	2	5	1	7
50	-7	-3	0	1	0

# Pulled one by one from above (6):
no.	compound	PPARg SRC-2 ag	PPARg SRC-1 ag	bIAP activator	STAT3 act	ROMK primary	TR-FRET SRC-2 ct
46	CCc1nnc(NC(=O)c2cccc(C(=O)Nc3nnc(CC)s3)n2)s1	1	5	0.9	94	/	1646
8	c1cc(-c2noc(CCC3CCCC3)n2)ccn1	-1	5	0.9	102	/	1505
6	Clc1ccc(Cn2c(CN3CCCC3)nc3ccccc32)cc1	6	5	1.1	103	/	1534
31	c1ccc(SCCc2ccncc2)cc1	4	4	0.9	98	/	1684
41	NC(=O)c1c(NC(=O)CCCC(=O)O)sc2c1CCCCCC2	6	7	0.4	103	-0.54	1446
45	O=C(Nc1ccc(Cl)c(C(F)(F)F)c1)C1CCCN(S(=O)(=O)c2cnc[nH]2)C1 (centres undefined)	-8	2	1.1	95	/	1373

no.	bIAP inh	STAT1 inh	PPARg SRC3 recr	TNAP act hi DEA	STAT3 blocker
46	9	9	-3	1	3
8	8	-9	2	1.1	-2
6	-6	11	4	1	-1
31	13	-4	4	1	7
41	/	-4	9	1	1
45	-8	4	-8	0.9	12

# Following part
no.	compound	PPARg SRC-2 ag	PPARg SRC-1 ag	bIAP activator	STAT3 act	ROMK primary	TR-FRET SRC-2 ct
51	COc1ccc(S(=O)(=O)N(CC(=O)N2CCOCC2)Cc2ccccc2)cc1	3	8	0.8	99	/	1634
52	N#Cc1c(N2CCCC2)nc(N)c2c(N)nc(N3CCCC3)cc12	16	13	0.9	90	0.59	1554
53	Cc1cc(C)n(-c2ncnc3sc4c(c23)CCCC4)n1	2	11	1	117	-0.5	1598
54	CSc1ccc(/C=C(\NC(=O)c2ccc(C)cc2)C(=O)Nc2cccc(C)c2)cc1	5	-3	1	99	0.1	1442
55	CC(=O)c1cccc(NC(=O)CCNS(=O)(=O)c2cccc3nonc23)c1	5	14	1.1	101	-0.73	1578
56	Cc1ccc(Cn2ccc(=O)c(OCc3ccccc3)c2C)cc1	2	-1	0.9	112	-0.29	1439

no.	bIAP inh	STAT1 inh	PPARg SRC3 recr	TNAP act hi DEA	STAT3 blocker
51	16	-2	16	1	3
52	10	-2	4	1	17
53	0	0	15	1.1	-13
54	3	6	2	1	5
55	-6	-7	3	1	7
56	14	-19	-9	1	-8
